APOBEC3A inh – APOBEC3A ssDNA deaminase inhibitors, primary screen, selectivity assay for APOBEC3G inhibitor project, biochemical, FAM/TAMRA oligo cleavage fluorescence. inhibition, % at 20 µM. 330,000 compounds, 0.41% hits. recombinant A3A, FAM/TAMRA ssDNA deamination fluorescence. DNA dC->dU-editing enzyme APOBEC-3A (Homo sapiens), P31941;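 active means at least 40% inhibition at 20 µM here, with at most 30% in a related deaminase screen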;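 further: plate controls were A3A with DMSO for no effect and wells lacking A3A enzyme for full effect; some results filed as inactive read as strong as hits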
Target sequence (P31941 whole entry, looked up): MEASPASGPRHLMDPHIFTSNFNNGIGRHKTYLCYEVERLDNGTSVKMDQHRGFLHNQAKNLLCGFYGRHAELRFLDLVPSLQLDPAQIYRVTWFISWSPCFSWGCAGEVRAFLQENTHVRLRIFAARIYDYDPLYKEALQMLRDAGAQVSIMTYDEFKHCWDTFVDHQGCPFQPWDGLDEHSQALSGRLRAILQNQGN
GRIN3A LBD mod – binders of NR3A ligand-binding domain, primary screen, biophysical, differential scanning fluorimetry, uHTS | Glutamate receptor ionotropic, NMDA 3A (GRIN3A) ligand-binding domain | NR3A LBD differential scanning fluorimetry, Tm shift; 0% = protein alone, 100% = glycine-bound protein | Tm shift relative to glycine control, % at 25 µM | 340,000 compounds, 2.5% hits | AID 1259313, 2017;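 active means melting temperature shift of at least 10% of the positive control shift, at one fixed dose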
mIAP inh – inhibitors of mouse IAP, primary screen, biochemical, luminescence, uHTS. AID 2806, 2010. purified mouse IAP, CDP-Star luminescence, 30 min. inhibition, % at 10 µM. intestinal alkaline phosphatase [Mus musculus]. 330,000 compounds, 0.2% hits;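 active means inhibition of at least 40% at 10 µM in the primary screen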;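 further: plate controls were DMSO with enzyme for no effect and no enzyme wells for full effect; values of inactives mirror those of a sister screen read the other way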
MPTP inh – mitochondrial permeability transition pore inhibitors, primary screen, biochemical, isolated mouse mitochondria, absorbance. Ca2+ swelling absorbance, 30 min. inhibition, % at 10 µM. 360,000 compounds, 1.4% hits;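 active means inhibition of 50% or more, scaled per plate between neutral and stimulator controls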;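 further: 0% = DMSO wells given calcium and 100% = 1 mM EGTA wells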
MIN6 prolif – inducers of MIN6 beta-cell proliferation, primary screen, ATP luminescence, uHTS | 330,000 compounds, 0.29% hits | proliferation, % at 10 µM | MIN6 cells proliferation, ATPlite luminescence, 48 h; cells starved in 0.2% serum; 100% = growth in 10% serum;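 active means compounds whose signal lies at least 3.5 SD above the mean of all wells on their plate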;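 further: 0% = DMSO-treated cells in low-serum medium and 100% = 10% serum control; some compounds called inactive have numbers as strong as hits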
APOBEC3G inh – APOBEC3G DNA deaminase inhibitors, primary screen, biochemical, fluorescence, single-stranded DNA substrate, uHTS; DNA dC->dU-editing enzyme APOBEC-3G (Homo sapiens), Q9HC16; recombinant A3G, ssDNA deamination FAM/TAMRA fluorescence; inhibition, % at 20 µM; 330,000 compounds, 0.28% hits;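 active means inhibition of at least 40% at 20 µM, with no more than 30% in the related APOBEC3A deaminase screen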;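 further: plate controls were DMSO wells with A3G for no effect and wells lacking A3G enzyme for full effect; some compounds called inactive have numbers as strong as hits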
Target sequence (Q9HC16 whole entry, looked up): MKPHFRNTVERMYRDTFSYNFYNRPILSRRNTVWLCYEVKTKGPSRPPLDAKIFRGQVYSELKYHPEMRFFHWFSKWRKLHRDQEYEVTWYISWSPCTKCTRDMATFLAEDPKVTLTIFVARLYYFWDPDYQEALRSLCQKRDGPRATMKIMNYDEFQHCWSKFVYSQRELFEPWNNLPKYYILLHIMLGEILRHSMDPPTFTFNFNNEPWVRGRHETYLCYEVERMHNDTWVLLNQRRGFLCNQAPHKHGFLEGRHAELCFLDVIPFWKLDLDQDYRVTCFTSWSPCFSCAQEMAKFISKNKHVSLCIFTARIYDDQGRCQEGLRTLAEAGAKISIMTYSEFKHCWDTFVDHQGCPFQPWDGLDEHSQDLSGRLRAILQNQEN
mIAP activ – activators of mouse IAP, primary screen, biochemical, luminescence, uHTS. muIAP, CDP-Star luminescence, 30 min; stronger effect = higher value; 1 = vehicle-only enzyme signal, 0 = enzyme-free wells. activation factor at 10 µM. 330,000 compounds, 0.24% hits. AID 2805, 2010;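 active means activation factor of at least 2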; further: the source names both 10 and 20 µM as test concentration; values of inactives mirror those of a sister screen read the other way
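Assay system: mouse IAP enzyme; Reagent: CDP-Star chemiluminescent phosphatase substrate; Compound: DMSO-dissolved test compounds; Incubation: 30 min, room temperature; Technique: luminescence from enzymatic CDP-Star hydrolysis; Controls: DMSO-only wells and no-enzyme negative control.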
hIAP activ – human IAP activators, primary screen, biochemical, luminescence, uHTS | Intestinal-type alkaline phosphatase (Homo sapiens), P09923 | purified human IAP, CDP-Star luminescence, 30 min; stronger effect = higher value; 1 = vehicle-only enzyme, 0 = enzyme-free background | activation factor at 10 µM | 330,000 compounds, 0.16% hits | AID 2524, 2010;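 active means activation factor of the enzyme at least 2-fold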; further: the source names both 10 and 20 µM as test concentration; values of inactives mirror those of a sister screen read the other way
Target sequence (P09923 whole entry, looked up): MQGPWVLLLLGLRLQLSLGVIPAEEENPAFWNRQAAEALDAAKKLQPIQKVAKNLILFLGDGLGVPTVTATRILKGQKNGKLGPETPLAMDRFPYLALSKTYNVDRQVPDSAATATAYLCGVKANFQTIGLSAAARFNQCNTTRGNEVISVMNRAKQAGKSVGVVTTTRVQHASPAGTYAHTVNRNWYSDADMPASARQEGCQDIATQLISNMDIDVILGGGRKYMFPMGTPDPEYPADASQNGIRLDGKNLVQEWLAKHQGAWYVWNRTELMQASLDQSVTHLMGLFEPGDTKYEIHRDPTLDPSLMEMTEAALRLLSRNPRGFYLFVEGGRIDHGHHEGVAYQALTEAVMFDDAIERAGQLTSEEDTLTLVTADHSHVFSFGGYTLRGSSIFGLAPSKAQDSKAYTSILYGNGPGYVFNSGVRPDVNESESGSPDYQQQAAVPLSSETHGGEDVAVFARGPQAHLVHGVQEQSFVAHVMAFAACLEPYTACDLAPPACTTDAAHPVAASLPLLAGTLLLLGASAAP
hIAP block – human IAP inhibitors, primary screen, biochemical, luminescence, uHTS. Intestinal-type alkaline phosphatase (Homo sapiens), P09923. purified IAP, CDP-Star luminescence, 30 min. inhibition, % at 10 µM. 330,000 compounds, 0.12% hits;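 active means inhibition reaching a set limit with compound at 10 µM in the primary screen, cut at about 35% in these data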;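 further: plate controls were DMSO wells with enzyme for no effect and no-enzyme buffer wells for full effect; values of inactives mirror those of a sister screen read the other way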
Active calls of the source: *; nt = no result given.

Each structure is followed by: APOBEC3A inh	GRIN3A LBD mod	mIAP inh	MPTP inh	MIN6 prolif	APOBEC3G inh	mIAP activ	hIAP activ	hIAP block
1) COc1ccc(C)cc1N(CC(=O)N1CCOCC1)S(C)(=O)=O
 : -2	1	-10	1.1	1	-3	1.1	1	-2
2) O=C(NCC1CCCO1)c1nn2c(C(F)(F)F)cc(-c3ccc(Br)o3)nc2c1Br (centres undefined)
 : -1	2	1	-1.3	-1	-4	0.99	1	0
3) CCOC(=O)c1c(C)[nH]c(C)c1C(=O)CSc1nnc(-c2ccncc2)n1C
 : 0	-1	6	0.3	-4	-13	0.94	0.91	9
4) COc1ccc(C(C)=O)cc1COC(=O)c1cccc(N(C)C)c1
 : -5	2	-7	-0.3	5	-5	1.1	1	-1
5) CCOc1ccccc1NC(=O)CSc1nc2cc(O)ccc2c(=O)n1-c1ccc(OC)c(OC)c1
 : 1	-2	-6	1.0	-5	-3	1.1	0.92	8
6) O=C(NCc1cccc(Cl)c1)C1CCC(=O)N(CCN2CCOCC2)C1 (centres undefined)
 : -2	0	3	0.7	0	-5	0.97	0.93	7
7) Cn1c(Cn2nnc3ccccc32)nnc1SCC(=O)N1CCc2ccccc21
 : 1	1	1	-1.6	-2	1	0.99	0.97	3
8) Cn1nccc1C(=O)Nc1cc(Cl)ccc1Cl
 : -1	0	4	0.6	-3	-4	0.96	0.96	4
9) CCOC(=O)[C@H]1[C@H]2COc3ccccc3[C@@H]2N2C(=O)c3cc(OC)ccc3NC(=O)[C@@]12C
 : -3	-4	3	0.4	-2	-12	0.97	1.2	-24
10) CC(C)Oc1ccccc1C(=O)NC(CO)C(=O)O (centres undefined)
 : -2	-2	2	0.5	2	-7	0.98	1	0
11) COc1cccc(N2CCN(S(=O)(=O)c3ccc4nc(-c5ccccc5)[nH]c4c3)CC2)c1
 : -2	5	2	2.7	-1	-3	0.98	1.2	-18
12) S=C(NC1CCCCC1)N1CCc2[nH]c3ccccc3c2C1
 : 0	4	-23	1.6	-3	-6	1.2	0.95	4
13) Oc1cc2ccccc2cc1-c1n[nH]c(=S)n1Cc1ccco1
 : -2	-1	23	1.1	-4	-1	0.77	1.7	-68
14) C/C(Cc1ccccc1)=N\NC(=O)c1cc(C(C)(C)C)[nH]n1
 : -1	0	-8	0.2	0	-1	1.1	1.3	-31
15) CCOC(=O)c1[nH]c2ccccc2c1NC(=O)c1ccc(S(=O)(=O)N2CCCCC2)cc1
 : 1	-8	2	-0.4	2	-4	0.98	0.96	4
16) COc1ccccc1N1CCN(C(=O)c2ccc3c(c2)CCN3S(=O)(=O)c2ccccc2)CC1
 : -4	0	0	-0.9	-4	-4	1	1.1	-10
17) Cc1ccc(C(=O)NNC(=O)C2CCCN(c3ncccn3)C2)cc1 (centres undefined)
 : -1	2	12	1.5	-3	-3	0.88	0.84	16
18) Cc1ccc(C(=O)Nc2ccccc2N2CCOCC2)cc1S(=O)(=O)N1CCOCC1
 : 2	0	-6	0.6	2	-5	1.1	0.99	1
19) COc1ccc(-c2c(C)cc3oc(=O)cc(-c4ccccc4)c3c2C)cc1OC
 : -1	1	10	-2.3	nt	0	0.9	nt	nt
20) CCOC(=O)C1C(=O)NC(SCC(=O)OC)=C(C#N)C1c1ccccc1OCC (centres undefined)
 : -4	1	-3	-2.4	-2	-3	1	1	-3
21) O=C(Cc1ccccc1)c1ccc2c(c1)OCCO2
 : -6	0	-10	-4.9	-2	-5	1.1	0.98	2
22) Cc1ccc(-c2cc(C(=O)OCC(=O)Nc3ncc(C(F)(F)F)cc3Cl)c3ccccc3n2)cc1
 : -2	-8	9	-0.9	-3	0	0.91	1	0
23) CCOc1ccccc1NC(=O)CSc1nnc(Cn2c(=O)sc3ccccc32)n1C
 : 2	-2	8	-2.0	1	0	0.92	1	-3
24) O=C(O)CSCc1cn2cc(Cl)ccc2n1
 : 0	2	2	-1.5	-1	-4	0.98	1.1	-6
25) CC(C)c1ccccc1NC(=O)COC(=O)Cc1ccsc1
 : -4	-8	-7	1.3	0	-7	1.1	1.1	-7
26) COC(=O)c1ccc(CS(=O)(=O)c2ccc(C)cc2)o1
 : 2	2	0	-0.5	2	-5	1	0.82	18
27) O=c1cc(-c2ccc([N+](=O)[O-])cc2)c2ccc(O)cc2o1
 : 3	0	10	0.4	-1	-2	0.9	1	-1
28) COC(=O)CC1Oc2ccc(C)cc2NC1=O (centres undefined)
 : 0	1	2	-2.2	3	-2	0.98	0.9	10
29) OC(COc1ccc(CN2CCSCC2)cc1)CN1CCCCC1 (centres undefined)
 : 0	0	3	1.1	2	-6	0.97	1.1	-12
30) Cc1ccc(C(=O)Nc2ccc3c(c2)C(=O)N(C)C3=O)c(C)c1
 : 5	3	23	1.0	2	3	0.77	1	0
31) O=C(C1CCCN1S(=O)(=O)c1cccc2cccnc12)N1CCc2ccccc2C1 (centres undefined)
 : 1	-1	-6	0.7	6	-1	1.1	0.99	1
32) Cc1csc(Sc2ccc(S(=O)(=O)N3CCCC3)cn2)n1
 : -3	-1	1	-0.6	-4	-4	0.99	0.94	6
33) CC(=O)c1c(OC(=O)c2cccc(Cl)c2)c2ccccc2n1C
 : -3	2	8	-0.8	-4	-7	0.93	1.1	-6
34) OC(CCCCN1CCCCC1)c1ccccc1 (centres undefined)
 : 0	-3	-1	0.7	-2	-2	1	0.97	3
35) Cc1cc(C)nc(-n2nc(C)cc2NC(=O)c2ccc(F)cc2F)n1
 : 1	-3	0	-0.5	2	5	1	1.1	-8
36) O=C(c1ccc(S(=O)(=O)N2CCOCC2)cc1)N1CCOCC1
 : -4	-4	10	-1.7	-1	-8	0.9	0.83	16
37) COc1cc(OC)c(N(C)S(=O)(=O)c2cccc(C(=O)OCc3c(C)noc3C)c2)cc1Cl
 : 0	1	2	0.7	-5	-7	0.98	1.1	-5
38) COc1cc(CNCCc2ccccc2)ccc1OCC(N)=O
 : 2	1	-9	-1.3	0	2	1.1	1	-4
39) Cc1ccc(S(=O)(=O)NC(=O)NC(C)c2ccc(F)cc2)cc1 (centres undefined)
 : -2	-6	-3	0.2	-1	-13	1	0.97	3
40) CN1CCCC(OC(=O)CCCCC(=O)OC2CCCN(C)C2)C1 (centres undefined)
 : -2	1	-1	5.3	-4	-1	1	0.97	3
41) COc1cc(OC)cc(C(=O)N2CCC(N3CCN(c4ccccc4)CC3)CC2)c1
 : -2	1	-2	-1.8	4	-6	1	0.97	3
42) CC(=O)Nc1ccc(NC(=O)CC(c2ccccc2)c2ccccc2)cc1
 : -2	-13	-11	0.2	3	-1	1.1	1.1	-7
43) O=C(CN1C2CCCC1CC(NC(=O)c1ccccc1)C2)Nc1ccccc1 (centres undefined)
 : -1	2	-2	-1.6	0	-6	1	0.94	6
44) O=C(C1CCN(S(=O)(=O)N2CCOCC2)CC1)N1CCOCC1
 : 3	2	4	-1.0	0	-3	0.96	0.83	17
45) CN(C)C(CN1C(=O)C2CC=CCC2C1=O)c1cn(C)c2ccccc12 (centres undefined)
 : 0	-1	-1	0.1	-1	-2	1	1.1	-8
46) CCOc1cc([N+](=O)[O-])c2nc(N)sc2c1
 : 4	0	2	1.6	0	-2	0.98	0.95	4
47) CCc1nc2ccccc2c(=O)n1/N=C/c1ccc(Cl)cc1
 : 0	0	4	2.6	4	-3	0.96	1.1	-14
48) CC(C)(C)c1ccc(C(=O)n2cnc3ccccc32)cc1
 : -7	-3	1	-0.2	-3	-8	0.99	1	-3
49) COc1cccc2cc(C(=O)N3CCCc4ccccc43)oc12
 : -1	0	4	-0.3	2	-5	0.96	0.96	4
50) C=C1C(C(=O)Nc2ccccc2)C1C(=O)Nc1ccccc1 (centres undefined)
 : -1	0	7	-0.5	-2	-4	0.93	1	-2
51) O=C(CN1C(=O)COc2ccccc21)c1ccc(Cl)cc1
 : -3	1	5	0.5	-2	-4	0.95	1.1	-6
52) COc1cccc(CNC(=O)CCN2C(=S)NC(C)(C)CC2C)c1 (centres undefined)
 : -9	1	-18	-1.2	0	-2	1.2	1.2	-24
53) CCOc1cc(/C=C2\SC(=NC)N(C)C2=O)c(Br)cc1OC(C)=O
 : -3	-2	4	2.0	-4	5	0.96	1.1	-6
54) O=C(CS(=O)(=O)c1c[nH]c2ccccc12)N1CCc2ccccc21
 : -6	1	-2	-0.1	1	-10	1	0.88	12
55) CNC(=O)CSc1nnnn1-c1ccc2c(c1)OCCO2
 : -5	3	-5	0.5	1	-13	1.1	0.86	14
56) Cc1noc(C)c1C(=O)OCC(=O)c1c[nH]c2ccccc12
 : -3	-1	4	4.7	-1	-6	0.96	1	0
57) O=C(NCc1ccc(Cl)cc1)C(=O)NCC1OCCN1S(=O)(=O)c1cccs1 (centres undefined)
 : -4	2	9	0.0	5	-3	0.91	0.87	13
58) COc1ccc(CCN2CC(C(=O)NCc3ccc(F)cc3)CC2=O)cc1OC (centres undefined)
 : 10	-2	6	0.6	1	-1	0.94	0.86	14
59) C/C(=N\NC(=O)Cn1cnc2ccccc21)c1cccs1
 : -1	0	10	-1.0	-2	-3	0.9	1.1	-14
60) COc1ccc(C)cc1NC(=O)C(=O)N1CCCC1
 : -3	0	4	0.1	0	-6	0.96	0.97	3

Next entries.
Each structure is followed by: APOBEC3A inh	GRIN3A LBD mod	mIAP inh	MPTP inh	MIN6 prolif	APOBEC3G inh	mIAP activ	hIAP activ	hIAP block
61) COc1ccc2c(c1)sc(=NC(=O)CS(=O)(=O)c1ccc(F)cc1)n2C
 : 0	2	6	-1.4	-6	-10	0.94	0.88	12
62) Cc1cccc(C(=O)c2c[nH]cc2-c2ccccc2)c1
 : -1	-2	12	0.3	1	-2	0.88	1	-1
63) CCCCC(=O)N1CC(=O)Nc2ccc(F)cc2C1c1ccc(F)cc1 (centres undefined)
 : -5	0	2	-0.2	-2	13	0.98	1.1	-10
64) Cc1nc(CNS(=O)(=O)c2ccc3ccccc3c2)cs1
 : 1	0	-4	-1.1	2	-6	1	1	-4
65) CCC(CC)c1nnc(NC(=O)CN2C(=O)NC3(CCCC3)C2=O)s1
 : -5	2	0	1.9	2	-6	1	1.1	-7
66) Cc1ccc(SCCC(=O)OC(C(=O)NC(N)=O)C(C)C)cc1 (centres undefined)
 : 1	0	-7	-0.2	-2	0	1.1	1.1	-10
67) COc1cc(N2CCOCC2)ccc1C=C(C#N)C#N
 : -4	0	-4	0.1	-3	-5	1	0.93	7
68) Cc1csc(=O)n1CCC(=O)OCC(=O)NNC(=O)c1ccc(Cl)cc1
 : -5	-1	16	-1.0	-1	-3	0.84	1.2	-19
69) O=C(CNS(=O)(=O)c1ccc(Cl)cc1)OCC(=O)N1CCCc2ccccc21
 : -1	-3	11	0.5	0	-2	0.89	0.9	10
70) CCC(=O)c1c(CC)c2n3c1CC[C@H]3CCC2
 : -10	-2	3	-0.4	-2	-13	0.97	1.1	-14
